Nrf2 activator: Nrf2 pathway activation; AREc32 ARE-luciferase reporter (MCF7-derived line), luminescence, 24 h; Potency, µM (top dose mostly 46.1 µM), for the others: top-dose activation, actives largely listed as activators; 0.31% of 410,000 active; AID 624171; note: potency is the fitted concentration of half-maximal effect; % of control where 0% means no effect; nearly all actives have a fitted effect of over 65% in size
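ARE activation measured as luciferase luminescence (Steady-Glo, 30 min RT) in AREc32_Fluc cells after 24 hr compound exposure at 37 deg C, 5% CO2; cells seeded overnight at 1000/well in OPTI-MEM, 5% FBS.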
A549 tox: A549 cytotoxicity, counter-screen for Nrf2 inhibitors | A549 ARE-Fluc cells, CellTiter-Fluor viability, 18-24 h | Potency, µM (top dose mostly 46 µM), without a hit: at the top dose activity change, negative = cytotoxicity, usual class: inhibitors | 0.16% of 390,000 active | AID 504648; note: potency is the fitted concentration of half-maximal effect; % is set by controls: 0 for no effect and ±100 for the full control effect
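A549 ARE-Fluc cells in 5% FBS OPTI-MEM, 5000 cells/well, rested 2 h then exposed to compounds in concentration-response for 18-24 h at 37 °C. Viability by CellTiter-Fluor fluorescence (Ex 405/Em 525) after 30 min; luciferase luminescence (BugLite, 15 min, RT) read afterwards.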
Nrf2 inh: blocks Nrf2 signaling; A549 ARE-Fluc reporter, luciferase luminescence, 18-24 h; Potency, µM (doses to about 46 µM), inactives show at the top dose activity change, negative = inhibition, usual class: inhibitors; 2.1% of 360,000 active; AID 504444; note: potency is the fitted concentration of half-maximal effect; % is set by controls: 0 for no effect and ±100 for the full control effect; nearly all actives have a fitted effect of over 60% in size
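Concentration-response testing used A549 ARE_Fluc cells at 5000 cells/well. Following an 18-24 h compound incubation, viability was read by fluorescence (Ex 405/Em 525) and luciferase output by luminescence.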
TGFb inhibitor: inhibitors of TGF-b signaling. AID 588855. Potency, µM (top dose mostly 46.1 µM), without a hit: at the top dose activity, negative = inhibition, hits mostly inhibitors. HepG2 CAGA-GFP TGF-b/SMAD3 reporter, GFP fluorescence, 18 h; TGF-beta stimulated, 500 pg/mL final. 1.2% of 410,000 active; note: potency is the fitted concentration of half-maximal effect; % is set by controls: 0 for no effect and ±100 for the full control effect; nearly all actives have a fitted effect of over 65% in size
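HEPG2 CAGA-GFP reporter cells (1000/well, DMEM with 1% FBS) received compounds, then recombinant TGF-beta at 500 pg/mL final for 18 hours at 37 degrees C. Per-cell GFP summed per well was normalised to unstimulated and stimulated DMSO controls before curve fitting.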
CCT chaperon mod: cytosolic chaperonin activity modulation; purified chaperonin ATPase assay, HTRF ADP detection, 30 min; activity change, % (test concentration not listed), hits read low; 0.3% of 360,000 active; in the data active = activity change below about -30%; note: % is set by controls: 0 for no effect and ±100 for the full control effect
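TRiC at 40 or 20 nM final (batch-dependent) in 30 mM Tris pH 7.4, 100 mM KCl, 5 mM MgCl2, 1 mM DTT, with compound at single 76 uM and 10 uM ATP, 30 min at 37 deg C. ADP detected by HTRF Transcreener, 665/615 ratio.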
Mm-Cpn inhibitor: inhibitors of Methanococcus maripaludis chaperonin (MmCpn). purified Mm-Cpn ATPase, ADP Transcreener TR-FRET. AID 504842. 0.031% of 330,000 active. Potency, µM (top dose mostly 76.9 µM), for the others: at the top dose activity, negative = inhibition, usual class: inhibitors; note: potency is the fitted concentration of half-maximal effect; % is set by controls: 0 for no effect and ±100 for the full control effect; nearly all actives have a fitted effect of over 80% in size
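ATPase read-out: TR-FRET ADP immunoassay (anti-ADP Eu cryptate vs ADP-d2), ex 320 nm, em 590/665 nm; signal drops as ADP forms. Enzyme 25 nM, ATP 10 uM, 30 min at 37°C after 10 min compound preincubation.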
pAkt inh: inhibitors of Akt phosphorylation; Neuro2A IGF-stimulated pAkt S473 HTRF, 20 min; active compounds read low; activity change, % for hits at 50 µM; 0.32% of 360,000 active; AID 651550; in the data active = activity change below about -80%; inconclusive = mostly about -51% to -80%; note: % is set by controls: 0 for no effect and ±100 for the full control effect
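Single-point screen (50 µM final compound) in Neuro2A cells stimulated 20 min with 6 nM IGF at 37 deg C. After lysis, Ser473-phosphorylated Akt read by HTRF (ex 330 nm, em 615/665 nm) as the 665/615 ratio.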
HepG2 tox: kills HepG2 cells in TGF-b inhibitor counter-screen; HepG2 CAGA-GFP viability, ATP luminescence, 18 h; Potency, µM (series often up to 46.1 µM), for inactives: at the top dose activity change, negative = cytotoxicity, actives largely listed as cytotoxic; 0.76% of 410,000 active; AID 588856; note: potency is the fitted concentration of half-maximal effect; some results filed as inactive show a strong effect at the top dose
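HepG2 CAGA-GFP cells (1000/well, DMEM with 1% FBS) received compound, then TGF-beta at 500 pg/mL final, and were incubated 18 hours at 37 degrees C. Viability was read by CellTiter-Glo luminescence. Media-only wells were set as complete cell-killing and DMSO as no toxicity.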
Abeta rescue: restores growth of yeast expressing A-beta42 peptide; AID 1347071; 0.063% of 410,000 active; Potency, µM (top dose mostly 46.1 µM), for the others: at the highest dose growth rescue, actives largely listed as activators; yeast expressing A-beta42, growth rescue, OD600, 48 h; response scale: 0% DMSO, 100% iron-clioquinol control; note: potency is the fitted concentration of half-maximal effect; nearly all actives have a fitted effect of over 55% in size
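Yeast growth medium received pinned compounds, then yeast cells expressing toxic A-beta were added; plates incubated at 30 C for 48 hr. Growth read as absorbance at 600 nm, normalized to DMSO and equimolar FeCl3 plus clioquinol controls.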
Active calls of the source: *; i = inactive; ? = inconclusive; . = no result given; & = joins results of further samples; [ ] = dose if it differs, or a comment. Unless noted, calls come from the whole dose curve; as a rule, active = well fitted curve in the direction sought with a large enough effect; inconclusive = small, poorly fitted or top-dose-only effect, or another doubt; inactive = no such curve, though single readings can be large; an effect the other way counts as inactive or inconclusive. Compounds as they come; about 4.3% have a hit in one of these screens.

SMILES	Nrf2 activator	A549 tox	Nrf2 inh	TGFb inhibitor	CCT chaperon mod	Mm-Cpn inhibitor	pAkt inh	HepG2 tox	Abeta rescue
COc1ccccc1C(=O)NCCC(=O)N(C)CC(=O)Nc1ccc(Cl)cc1	-1.5%	-3%	-21%	10%	-3.1	2%	i	-14%	2%
COc1ccc(NC(=O)c2cc([N+](=O)[O-])ccc2NC(=O)CNC2CCCCC2C)c(OC)c1 (stereo unspecified)	0.5%	1%	8%	4%	-1.6	1%	i	-19%	7%
S=c1[nH]nc(-c2ccccn2)n1/N=C/c1cccc2ccccc12	-0.3%	0%	-3%	11%	0.1	-1%	i	-9%	26%
COC(=O)c1sc2ncccc2c1OCc1ccc(Cl)cc1	0.4%	2%	?	16%	-3.1	-1%	i	-27%	2%
CCc1ccc(N2CC(C(=O)N/N=C/c3cccc([N+](=O)[O-])c3)CC2=O)cc1 (stereo unspecified)	9.7%	-1%	-47%	?	-1.0	0%	i	-33%	0%
Cc1ccc(C)c(NC(=O)Cn2c(SCC(=O)NCc3ccccc3)nc3ccccc32)c1	-0.2%	-1%	.	3%	.	.	.	-4%	-16%
Cc1cc(C)cc(NC(=O)Nc2cnccn2)c1	0.7%	-1%	-1%	?	0.8	-1%	i	0%	-9%
CCS(=O)(=O)NC(C)C(c1cccs1)N1CCN(C)CC1 (stereo unspecified)	-0.8%	22%	11%	10%	-2.5	1%	i	2%	-9%
Cc1[nH]n(C(N)=S)c(=O)c1C(c1ccccc1)C(C#N)C#N (stereo unspecified)	2.5%	-1%	.	-14%	1.0	1%	i	-5%	28%
Cc1sc2nc(C3CC3)nc(SCC(=O)NCc3ccco3)c2c1C	22%	2%	-25%	-14%	3.6	-2%	i	-21%	-7%
CCC1Oc2ccccc2N(CC(=O)NCc2ccccc2)C1=O (stereo unspecified)	4.0%	6%	.	-12%	.	.	.	7%	-1%
CCC(=O)N1CCc2cc(S(=O)(=O)NCCN3CCC(C)CC3)ccc21	1.9%	0%	14%	-1%	3.2	1%	i	-5%	-17%
CCCn1c(SCC(=O)NCc2cccs2)nc2c1c(=O)n(C)c(=O)n2C	-0.6%	0%	24%	-12%	0.3	3%	.	10%	0%
CC1=CC(=NOC(=O)c2cccc([N+](=O)[O-])c2)C=C(C)C1=O	?	-18%	-6%	-7%	0.1	2%	i	-19%	-6%
O=C(COC(=O)Cc1c(F)cccc1Cl)Nc1ccc2[nH]c(=O)[nH]c2c1	2.7%	11%	2%	3%	-4.3	0%	i	1%	1%
COCC(=O)Nc1ccc(-c2cn3cccnc3n2)cc1	2.0%	5%	6%	9%	-0.6	-7%	i	2%	-4%
COC(=O)[C@H](C)NC(=O)Nc1cccc(Br)c1	-0.4%	4%	-22%	-1%	0.6	-1%	i	-12%	0%
CC(c1ccon1)N(C)Cc1cn(C)nc1-c1ccc2c(c1)OCCO2 (stereo unspecified)	0.1%	2%	-6%	-19%	2.0	-1%	i	-14%	-10%
Cc1cc2[nH]c(=O)c(=O)[nH]c2cc1S(=O)(=O)N1CCN(c2cccc(Cl)c2)CC1	0.1%&-0.9%	0%&14%	?	?	-0.9	-6%	i	-68%&-21%	-6%&-3%
CCOc1ccc(NC(=S)N(CCc2c(C)[nH]c3ccc(C)cc23)Cc2ccncc2)cc1	4.5%	3%	-5%	-13%	-2.4	0%	i	-32%	-6%
COC(=O)C1(CC2CC(c3ccncc3)=NO2)CCN(C(=O)OC(C)(C)C)CC1 (stereo unspecified)	-1.1%	-2%	-20%	-2%	-1.2	?	i	2%	1%
Nc1ccc2nc(C3CCCCC3)[nH]c2c1	3.9%	-1%	13%	?	-3.2	-2%	i	-3%	-7%
Cc1c2c(n3c(nc4ccccc43)c1C#N)N(CCN(C)C)CC2	0.6%	?	-14%	-7%	1.2	-3%	i	-9%	-37%[inhibitor]
COCc1ccc(C(=O)Nc2ccc(C(=O)O)cc2)o1	-0.8%	3%	-5%	4%	-4.4	1%	i	1%	-14%
Nc1nc(Cl)nc2c1ncn2C1OCC(O)C(O)C1O (stereo unspecified)	0.0%	9%	15%	?	0.0	.	i	0%	-8%
COc1ccc(OCC(=O)N2CCN(S(=O)(=O)c3ccc4c(c3)OCCO4)CC2)cc1	0.1%	.	.	0%	-6.4	.	i	31%	-9%
Cc1ccc(CNC(=O)CSc2nc3ccsc3c(=O)n2Cc2ccccn2)cc1	2.0%	1%	3%	28%	1.2	-1%	i	4%	2%
c1ccc(SC23CCCCN(CCC2)[C@]32CO2)cc1 (stereo partly specified)	6.9%	.	.	.	1.4	.	i	.	-5%
Cc1ccc2c(c1)N(CCCC(=O)NCCC1=CCCCC1)C(=O)CO2	0.1%	6%	1%	2%	-2.5	2%	?	-27%	1%
CC(C)(C)N(NC(=O)Nc1ccccc1)C(=O)c1ccccc1	-0.8%	0%	-7%	10%	-3.3	0%	i	6%	2%
Cc1cc(=O)[nH]c(NN=Cc2c(Cl)cccc2Cl)n1	2.8%	6%	2%	0%	0.0	.	i	5%	4%
Cc1ccc(-c2cc(C(=O)NCCN3CCOCC3)c3ccccc3n2)o1	-0.6%	-2%	2%	10%	0.8	-2%	i	-2%	2%
O=C(CN1CCN(c2cccc(Cl)c2)CC1)NCc1ccccc1	1.3%	8%	?	-6%	-1.1	2%	i	-14%	1%
Cc1csc(SCC(=O)Nc2nnc(C)s2)n1	3.3%	1%	22%	-3%	-2.1	4%	i	-3%	5%
Cc1nnc2sc(-c3ccncc3)nn12	0.1%	-4%	-16%	7%	-0.2	3%	i	-26%	12%
CC(C)Sc1nnc2n(CCc3ccccc3)c(=O)c3c4c(sc3n12)COC(C)(C)C4	0.2%	-1%	-18%	8%	-2.7	.	i	4%	-5%
CC1(C)Cc2sc3c(=O)[nH]c(=S)[nH]c3c2CO1	-1.0%	0%	0%	0%	-0.8	1%	i	-2%	6%
COc1ccccc1C(=O)C(=O)c1ccccc1OC	0.6%	-1%	-4%	7%	-2.3	.	i	9%	3%
COC(=O)CSC1=NS(=O)(=O)c2ccccc21	0.4%	-17%	?	19%	0.4	-1%	i	12%	-22%
Cc1cc2c(cc1S(=O)(=O)NCCc1ccccc1)NC(=O)CO2	0.5%	6%	-10%	2%	0.2	4%	i	4%	3%
COc1ccc(S(=O)(=O)N2CCOCC2)cc1NC(=O)CCc1c[nH]c2ccccc12	0.1%	0%	?	-1%	-1.7	0%	i	0%	15%
CCOc1ccc(-c2cc3c(=O)n(CC(=O)NCc4ccc(C)cc4)ccn3n2)cc1	-0.2%	8%	.	-10%	.	.	.	-2%	-2%
CC1=CC=CN2C1=NC(=O)CC2(C)C(=O)N(CC(=O)NC1CCCC1)c1ccccc1C (stereo unspecified)	-0.2%	0%	3%	-12%	-3.4	-3%	i	-27%	-3%
CCOC(=O)c1ccc(-c2ccc(/C=C(\C#N)C(=O)Nc3c(C)cccc3Cl)o2)cc1	0.1%	-3%	?	-1%	.	.	.	-1%	-6%

Quoted from the results shown (9 entries):
SMILES	Nrf2 activator	A549 tox	Nrf2 inh	TGFb inhibitor	CCT chaperon mod	Mm-Cpn inhibitor	pAkt inh	HepG2 tox	Abeta rescue
O=C(CN1CCN(c2cccc(Cl)c2)CC1)NCc1ccccc1	1.3%	8%	?	-6%	-1.1	2%	i	-14%	1%
Cc1csc(SCC(=O)Nc2nnc(C)s2)n1	3.3%	1%	22%	-3%	-2.1	4%	i	-3%	5%
Cc1nnc2sc(-c3ccncc3)nn12	0.1%	-4%	-16%	7%	-0.2	3%	i	-26%	12%
CC(C)Sc1nnc2n(CCc3ccccc3)c(=O)c3c4c(sc3n12)COC(C)(C)C4	0.2%	-1%	-18%	8%	-2.7	.	i	4%	-5%
CC1(C)Cc2sc3c(=O)[nH]c(=S)[nH]c3c2CO1	-1.0%	0%	0%	0%	-0.8	1%	i	-2%	6%
COc1ccccc1C(=O)C(=O)c1ccccc1OC	0.6%	-1%	-4%	7%	-2.3	.	i	9%	3%
COC(=O)CSC1=NS(=O)(=O)c2ccccc21	0.4%	-17%	?	19%	0.4	-1%	i	12%	-22%
Cc1cc2c(cc1S(=O)(=O)NCCc1ccccc1)NC(=O)CO2	0.5%	6%	-10%	2%	0.2	4%	i	4%	3%
COc1ccc(S(=O)(=O)N2CCOCC2)cc1NC(=O)CCc1c[nH]c2ccccc12	0.1%	0%	?	-1%	-1.7	0%	i	0%	15%
